High-throughput results: PubChem BioAssay, several laboratories
PKA-R1A activ = activators of PKA-R1A holoenzyme, primary screen, biochemical, fluorescence polarization, Cy5-IP20, bovine R1A, mouse PKAc | PKA-R1A dissociation; scaled: DMSO 0%, 113 µM cGMP 100% | activation, % at 11.4 µM | 340,000 compounds, 0.083% hits | AID 504707, 2011;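 active = percent activation above the mean of all tested compounds plus 3 SD, cut at about 19% in these data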;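 also: higher means more PKAc released from R1A so a rise in polarization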
dFosB activator = activators of delta FosB homodimer, primary screen, biochemical, fluorescence polarization, TAMRA-CDK5 oligo, single point. Protein FosB (Mus musculus), P13346. purified delta FosB; percent of positive-control signal above neutral wells. activation, % at 25 µM. 340,000 compounds, 0.99% hits;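 active = mean activation above about 17%, with every replicate also reaching it, limit read from the data, passing the limit was not always enough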;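 also: fluorescence polarization rise as delta FosB binds a TAMRA Cdk5 AP-1 oligo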
Mot1-301 SUMO = yeast Mot1-301 growth rescue at high temperature, primary screen, SUMOylation pathway inhibitor project, S. cerevisiae, ATP luminescence, 38.5C; S. cerevisiae Mot1-301 growth rescue; percent above DMSO median, 100 means doubled; growth rescue, % at 18.8 µM; 320,000 compounds, 1% hits; AID 2716, 2010;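 active = every valid replicate shows activation above 250% relative to neutral control wells; inactive = the rest, any valid replicate at or below 250%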;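 also: OY570 slx delta 5 strain wells were the positive control but not used for scaling; some compounds called inactive have numbers as strong as hits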
MITF act = activators of MITF-driven TRPM1 promoter reporter, primary screen, cell-based, SK-MEL-5, luciferase, single point | SK-MEL-5 TRPM1-promoter luciferase, 24 h; % of positive control, neutral wells = 0 | activation, % at 12.5 µM | 300,000 compounds, 0.75% hits | AID 588334, 2011;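 active = mean activation of at least 80% with every replicate also reaching 80%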;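 also: 0% = neutral control wells and 100% = parthenolide positive control wells; values of inactives mirror those of a sister screen read the other way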
SR-BI uptake up = activators of SR-BI mediated DiI-HDL uptake, primary screen, ldlA[mSR-BI] CHO cells, DiI fluorescence; 3 h; 100 = double the neutral-control signal; activation, % at 12.5 µM; 320,000 compounds, 0.096% hits; AID 504775, 2011;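 active = mean replicate activation of at least 60% and every replicate at or above 60%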;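 also: 0% = median plate neutral-control signal and 100% = twice that signal; values of inactives mirror those of a sister screen read the other way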
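Test system: SR-BI-overexpressing, LDLR-lacking CHO cells; Medium: Ham's F12 with 0.5% BSA, HEPES 25 mM, pH 7.4; Schedule: 3 h, 37 °C; Technique: bottom-read fluorescence, 550/595 nm.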
Pemphigus Ab inh = inhibitors of pemphigus antibody binding to DSG3, primary screen, biochemical, bead-based, flow cytometry, scFv-GFP. Desmoglein-3 (Homo sapiens), P32926. DSG3-coupled beads, scFv-anti-DSG3-GFP binding; stronger effect = lower value. binding (percent of control), % at 10 µM. 310,000 compounds, 0.48% hits. AID 588358, 2011;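 active = binding more than 3 SD below its plate's average and above zero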; also: some compounds called inactive have numbers as strong as hits
Arrestin-AP2 inh = inhibitors of beta-arrestin/AP2 binding, primary screen, biochemical, GPCR trafficking, flow cytometry; inhibition, % at 10 µM; beta-arrestin 1 C-terminal peptide binding to AP2 beta2-adaptin appendage (human); 340,000 compounds, 0.31% hits; FITC-arrestin peptide / GST-AP2 beads; AP2 beta2 appendage carries R879A mutation;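 active = inhibition above a set limit, near 3 SD of compounds lacking own fluorescence, cut at about 54% in these data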;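 also: plate controls were DMSO wells for no effect and 5 µM unlabelled arrestin peptide for full effect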
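System: GST-tagged AP2 beta2-adaptin appendage (R879A) on 4 µm glutathione beads / Reagent: FITC-arrestin peptide, 50 nM / Detection: HyperCyt-sampled flow cytometry, FL1 channel, ex 488/em 535 nm / Timing: 12 min plus 1 h, RT / Buffer or medium: PBS plus Tween 20 (0.05%) and BSA (0.1%)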
SR-BI HDL uptake = inhibitors of SR-BI mediated HDL lipid uptake, primary screen, ldlA[mSR-BI] cells, fluorescence, single point | 320,000 compounds, 0.96% hits | inhibition, % at 12.5 µM | ldlA[mSR-BI] CHO cells, DiI-HDL uptake fluorescence, 3 h;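 active = mean replicate inhibition of at least 70% and a set share of replicates each scoring 70 or more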;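 also: 0% = median of neutral control wells and 100% = median of positive control wells; values of inactives mirror those of a sister screen read the other way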
PKA-R2B activ = activators of PKA-R2B holoenzyme, primary screen, biochemical, fluorescence polarization, Cy5-IP20, human | cAMP-dependent protein kinase catalytic subunit beta (Homo sapiens) + cAMP-dependent … | PKA-R2B holoenzyme dissociation; R2B truncated from residue 108, S112A mutant; 0% DMSO only, 100% 113 µM cGMP | activation, % at 11.4 µM | 340,000 compounds, 0.079% hits;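 active = activation above a cutoff set at the mean over all compounds plus 3 SD, cut at about 18% in these data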;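 also: higher means more holoenzyme dissociation and a rise in polarization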
CDK5 p35 inh = inhibitors of human CDK5/p35 kinase, primary screen, biochemical, single concentration. Recombinant CDK5/p35, ADP-Glo luminescence, 60 min. inhibition, % at 10 µM. 330,000 compounds, 0.01% hits;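 active = highest replicate inhibition of at least 50% and at least 75% of replicates reaching 50%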;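 also: plate controls were DMSO neutral control for no effect and GW8510 at 10 µM for full effect; many of its hits are not listed in these tables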
Target sequence (Q00535 whole entry, looked up): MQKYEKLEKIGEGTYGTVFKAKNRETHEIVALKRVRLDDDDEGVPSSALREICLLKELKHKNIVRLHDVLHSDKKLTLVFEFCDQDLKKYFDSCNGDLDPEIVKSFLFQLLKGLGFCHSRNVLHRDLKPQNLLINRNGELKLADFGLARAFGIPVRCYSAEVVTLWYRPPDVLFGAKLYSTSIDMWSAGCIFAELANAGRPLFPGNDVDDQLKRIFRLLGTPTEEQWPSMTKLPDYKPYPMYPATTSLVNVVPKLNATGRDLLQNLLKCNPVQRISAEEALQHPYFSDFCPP
Target sequence (Q15078 whole entry, looked up): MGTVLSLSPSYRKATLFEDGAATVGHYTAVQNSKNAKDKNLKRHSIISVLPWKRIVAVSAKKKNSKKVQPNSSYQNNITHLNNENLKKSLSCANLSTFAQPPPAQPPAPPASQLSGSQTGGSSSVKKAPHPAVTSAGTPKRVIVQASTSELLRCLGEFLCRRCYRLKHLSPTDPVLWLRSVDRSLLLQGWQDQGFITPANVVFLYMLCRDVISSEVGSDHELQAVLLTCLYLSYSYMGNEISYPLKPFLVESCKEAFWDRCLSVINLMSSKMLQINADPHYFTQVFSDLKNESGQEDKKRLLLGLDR
NSD2 inh = NSD2 histone methyltransferase inhibitors, primary screen, biochemical, AlphaScreen, single concentration, set 2; Histone-lysine N-methyltransferase NSD2 (Homo sapiens), O96028; NSD2 peptide methylation, 120 min; inhibition, % at 12.5 µM; 310,000 compounds, 0.54% hits; AID 743445, 2014; in the data active = inhibition above about 50%
Starred values were filed as active, the others as inactive; x = not tested or not shown.

SMILES	PKA-R1A activ	dFosB activator	Mot1-301 SUMO	MITF act	SR-BI uptake up	Pemphigus Ab inh	Arrestin-AP2 inh	SR-BI HDL uptake	PKA-R2B activ	CDK5 p35 inh	NSD2 inh
CCNC(=O)c1ccc(N(C)S(=O)(=O)c2cccs2)cc1	6	1	306	-1	6	106	3	-6	0	0.4	-2
CC(Cc1ccccc1)NC(=O)CC(c1ccccc1)c1ccccc1O (stereo not drawn)	2	0	-5	-12	-4	115	35	4	-9	1.0	-1
CN1C(=O)CC(c2ccco2)Sc2ccccc21 (stereo not drawn)	-14	-1	-15	-6	-16	100	4	16	2	-1.6	5
CN(C)c1nc(Cl)nc(N(C#N)CCOc2ccccc2)n1	0	-13	x	6	-14	102	-5	14	9	0.2	0
NC(=O)C1CCCN(C(=O)c2ccc(Cl)cc2)C1 (stereo not drawn)	2	-5	-7	-2	20	100	28	-20	2	-2.4	-2
O=C(O)CCc1ccc(-c2ccccc2)o1	5	-3	19	0	8	103	11	-8	-1	-0.6	x
CC(C)(C)OC(=O)C[C@H]1C/C=C\C[C@@H](CC(=O)N[C@@H](CO)Cc2ccccc2)C(=O)N2CCC[C@H]2COC1=O	-3	-11	-13	-1	11	104	5	-11	-8	-1.0	x
O=C(O)CCCN1C(=O)C2C3CC(C2C1=O)C1C(c2ccccc2)c2sc(=O)n(-c4ccccc4)c2SC31 (stereo not drawn)	2	-12	-16	-4	-16	99	16	16	7	-0.2	-1
COC(=O)CC1(C(=O)OC)Oc2ccc(Br)cc2C(=O)N1c1cc(Cl)c(Cl)cc1Cl (stereo not drawn)	-9	-7	6	-23	-28	104	-6	28	-3	0.5	-2
COC(=O)c1ccc(N(CC(=O)NCC2CCCO2)C(=O)CCC(=O)Nc2cc(C)on2)cc1 (stereo not drawn)	6	5	-2	7	x	105	-1	x	-4	0.3	-1
Cc1nn(C)c(C)c1NS(=O)(=O)c1ccccc1	-10	-1	80	-1	5	106	-4	-5	4	2.2	-9
C=CCc1ccc(OCC(O)CO)c(OC)c1 (stereo not drawn)	-5	-8	-9	3	-13	105	5	13	-8	-7.6	1
N#Cc1cc([N+](=O)[O-])ccc1NCC1CCCO1 (stereo not drawn)	10	-11	7	-1	x	113	3	x	1	1.1	2
c1ccc(NCC2OCc3ccccc3CO2)cc1	-11	-1	0	27	0	96	-2	0	-8	x	-1
COc1ccc2c(c1)c1c3n2CCN(C)C3=NCC1	-4	1	-8	8	2	102	7	-2	1	0.4	1
CC(=O)c1sc(NC(=O)c2c(F)cccc2F)nc1C	-6	-3	-6	13	19	102	36	-19	-11	-0.1	-2
Cc1ccc(N(CCCCN2C(=O)c3ccccc3C2=O)C(=O)c2cccc([N+](=O)[O-])c2)cc1	-3	-6	1	-2	-26	100	26	26	1	-1.0	0
COc1ccc(Cc2nnc(NC(=O)C3CCN(C(=O)c4ccco4)CC3)s2)cc1	3	-6	-21	-8	9	102	21	-9	-2	-0.5	0
CCCCN(CC)CCCNC(=O)c1ccc(CSc2nc3ccncc3[nH]2)cc1	-11	-5	1	-8	7	100	2	-7	-4	-1.2	13
Cc1cc(C)c2c(=O)[nH]n(C3CC(C)N(C)CC3C)c2n1 (stereo not drawn)	-17	0	-22	-15	-13	101	6	13	9	-1.9	19
COCCN(CC(=O)Nc1cccc(C)c1C)C(=O)Cc1ccsc1	-2	4	-7	-14	-8	99	24	8	-3	-0.1	10
C[N+]12CCCCC1[C@@H](CO)CCC2 (stereo partly drawn)	-10	-1	-6	-6	x	91	-10	x	3	-8.0	0
CCN(CC)C(=O)CSc1nnc([C@@H](NC(=O)OC(C)(C)C)C(C)C)o1	-9	-4	-6	2	-9	95	4	9	-5	1.5	-1
CN(C)c1c(F)cc(C(=O)NCc2ccccc2)cc1F	-9	-2	-13	x	-3	x	5	3	-1	1.8	-3
CC(C)(C)C1CCC(C(=O)NCC(c2cccs2)N2CCOCC2)CC1 (stereo not drawn)	-12	-16	-27	3	10	105	-1	-10	-7	3.6	2
O=C(NCCN1CCCCCC1)C1CCCN1S(=O)(=O)c1cccc2nsnc12 (stereo not drawn)	-10	-5	-19	6	32	89	5	-32	-1	3.9	1
CCCOC(=O)c1ccc(-c2ccc(C=O)o2)cc1	-7	-1	41	27	2	101	39	-2	3	-1.2	-2
COc1ccc(N2CCN(CCNC(=O)c3c(C)cc(=O)oc3C)CC2)cc1	0	-6	x	8	14	101	2	-14	-3	-10	0
Cc1c(/C=N\NC(=O)c2cc3ccccc3o2)c2ccccc2n1C	8	-8	18	-20	-14	105	-16	14	-1	-1.1	1
O=C(CCc1c[nH]c2ccccc12)N1CCN(S(=O)(=O)c2ccccc2)CC1	-2	-2	142	7	-10	107	-8	10	-10	-0.3	-1
Cc1cccc(C(=O)N[C@H](C(=O)NCc2cccs2)C(C)C)c1	0	-1	14	-14	-1	107	-18	1	-8	0.8	-1
COc1ccc(OC)c(NC(=O)C2C3CC4OC(=O)C2C4C3)c1 (stereo not drawn)	-11	-2	-7	-8	24	x	-6	-24	-8	1.1	-2
COC(=O)c1ccc(S(=O)(=O)NCc2ccc(OC)cc2)n1C	3	1	-1	x	-8	114	-2	8	4	0.0	0
Cc1ccc([C@@H]2CC=C(C(=O)O)[C@H](c3ccc(F)cc3)N2S(=O)(=O)c2ccc(C)cc2)cc1	-4	-4	-16	0	1	123	7	-1	-5	-2.2	x
CC(=O)Nc1c(C(=O)N2CCOCC2)sc2nc3c(cc12)COC(C)(C)C3	6	1	288	-4	16	75	29	-16	1	1.9	19
CC(CN1CCOCC1)OC(=O)c1cccs1 (stereo not drawn)	-21	-5	7	-1	x	108	17	-7	-9	-0.7	5
Cn1cnnc1SCC(=O)Nc1ccccc1	-3	-5	7	-4	20	101	-32	-20	0	-0.9	x

An excerpt of these results, comma-delimited:
SMILES,PKA-R1A activ,dFosB activator,Mot1-301 SUMO,MITF act,SR-BI uptake up,Pemphigus Ab inh,Arrestin-AP2 inh,SR-BI HDL uptake,PKA-R2B activ,CDK5 p35 inh,NSD2 inh
Cc1cccc(C(=O)N[C@H](C(=O)NCc2cccs2)C(C)C)c1,0,-1,14,-14,-1,107,-18,1,-8,0.8,-1
COc1ccc(OC)c(NC(=O)C2C3CC4OC(=O)C2C4C3)c1 (stereo not drawn),-11,-2,-7,-8,24,x,-6,-24,-8,1.1,-2
COC(=O)c1ccc(S(=O)(=O)NCc2ccc(OC)cc2)n1C,3,1,-1,x,-8,114,-2,8,4,0.0,0
Cc1ccc([C@@H]2CC=C(C(=O)O)[C@H](c3ccc(F)cc3)N2S(=O)(=O)c2ccc(C)cc2)cc1,-4,-4,-16,0,1,123,7,-1,-5,-2.2,x
CC(=O)Nc1c(C(=O)N2CCOCC2)sc2nc3c(cc12)COC(C)(C)C3,6,1,288,-4,16,75,29,-16,1,1.9,19
CC(CN1CCOCC1)OC(=O)c1cccs1 (stereo not drawn),-21,-5,7,-1,x,108,17,-7,-9,-0.7,5
Cn1cnnc1SCC(=O)Nc1ccccc1,-3,-5,7,-4,20,101,-32,-20,0,-0.9,x

Hits appear at their usual frequency; about 4.7% have a hit in one of these screens.
